Pol beta inh: inhibitors of human DNA polymerase beta | Pol beta primer extension/strand displacement, fluorescence kinetic | AID 485314 | Potency, µM (top dose mostly 114 µM), for inactives: at the highest dose activity change, negative = inhibition, most hits filed as inhibitors | P06746 | 1.3% of 340,000 active; further: on the % scale 0 is the no-effect control and ±100 the full control effect
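Curves were derived by four-parameter Hill fits of normalized qHTS data. The kinetic fluorescent primer-extension read was taken at 0 and 10 min after 50 nM substrate, following a 15 min room-temperature preincubation of 10 nM enzyme with compounds.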
POLI inh: blocks human DNA polymerase iota activity; Q9UNA4; Pol iota fluorescent replication assay, 10 min; Potency, µM (titrated, usually from 115 µM), without a hit: top-dose activity, negative = inhibition, hits mostly inhibitors; 1% of 390,000 active
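Pol iota at 10 nM preincubated 15 min with compounds at room temperature; reaction started with fluorescent substrate, 50 nM final. Fluorescence read kinetically at 0 and 10 min; buffer-only wells as negative control.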
Apoferritin bind: candidate novel general anesthetic via apoferritin binding. 0.074% of 350,000 active. apoferritin/1-aminoanthracene competitive binding, fluorescence. P02791. Potency, µM (highest dose often 77.5 µM), inactives show top-dose activity change, negative = displacement, actives largely listed as inhibitors; further: on the % scale 0 is the no-effect control and ±100 the full control effect; nearly all actives have a fitted effect of over 20% in size
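Concentration-response curves derived by four-parameter Hill fitting of normalized fluorescence, where compounds displaced 1-AMA from 10 uM horse apoferritin following a brief 10 min room-temperature incubation; propofol titration acted as positive control.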
APE1 inh: APE1 (human) endonuclease inhibition; P27695; recombinant APE1, TAMRA/BHQ-2 abasic DNA cleavage fluorescence; Potency, µM (highest dose often 65.8 µM), for inactives: at the highest dose activity change, negative = inhibition, usual class: inhibitors; 0.35% of 350,000 active; AID 2517;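 further: plate controls were vehicle for no effect and reference inhibitor for full effect; nearly all actives have a fitted effect of over 55% in size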
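Substrate: short duplex with […] THF abasic site, 5'-TAMRA and 3'-BHQ-2, 50 nM final. APE1 at 0.75 nM, preincubated 15 min RT with compound. Fluorescence increase from first to third read measured activity.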
Pol eta inh: DNA polymerase eta (human) inhibition | Q9Y253 | recombinant Pol eta, fluorescent DNA replication assay | Potency, µM (top dose mostly 114 µM), without a hit: at the highest dose activity change, negative = inhibition, usual class: inhibitors | 1.2% of 390,000 active | AID 588591; further: on the % scale 0 is the no-effect control and ±100 the full control effect
Target sequence (Q9Y253 whole entry, looked up): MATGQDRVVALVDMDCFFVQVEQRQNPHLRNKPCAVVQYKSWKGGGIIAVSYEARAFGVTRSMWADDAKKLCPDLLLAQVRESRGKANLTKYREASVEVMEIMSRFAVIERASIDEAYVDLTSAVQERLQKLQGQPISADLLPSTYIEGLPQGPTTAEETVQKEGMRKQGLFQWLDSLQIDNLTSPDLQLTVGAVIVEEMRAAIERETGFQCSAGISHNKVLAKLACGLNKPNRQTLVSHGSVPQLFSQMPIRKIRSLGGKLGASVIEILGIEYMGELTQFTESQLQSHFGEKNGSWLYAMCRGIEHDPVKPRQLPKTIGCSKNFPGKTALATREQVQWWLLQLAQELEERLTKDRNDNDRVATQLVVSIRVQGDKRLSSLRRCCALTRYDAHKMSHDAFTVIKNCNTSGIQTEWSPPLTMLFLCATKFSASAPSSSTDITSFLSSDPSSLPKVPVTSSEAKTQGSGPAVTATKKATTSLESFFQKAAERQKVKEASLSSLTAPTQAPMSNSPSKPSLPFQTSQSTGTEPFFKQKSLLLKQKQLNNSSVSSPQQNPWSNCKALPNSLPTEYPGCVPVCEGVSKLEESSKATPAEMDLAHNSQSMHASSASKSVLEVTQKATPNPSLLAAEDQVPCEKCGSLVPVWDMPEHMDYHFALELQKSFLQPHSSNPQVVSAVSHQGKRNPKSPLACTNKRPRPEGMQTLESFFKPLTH
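Pol eta at 10 nM preincubated with compounds 15 min at room temperature; reaction started with fluorescent substrate (50 nM final) and read kinetically at 0 and 10 min.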
BAZ2B block: blocks human BAZ2B; AlphaScreen BAZ2B-H3K14Ac peptide displacement; Potency, µM (titrated, usually from 114 µM), for the others: top-dose activity change, negative = inhibition, hits mostly inhibitors; AID 504333; 4.4% of 360,000 active; further: on the % scale 0 is the no-effect control and ±100 the full control effect; nearly all actives have a fitted effect of over 60% in size
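Complex of BAZ2B and biotin-H3K14Ac (50 nM apiece) forms over 30 min at RT, then faces library compounds up to 110 uM for another 30 min; AlphaScreen beads added, 20 min dark incubation, luminescence read.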
Pol kappa inh: DNA polymerase kappa (human) inhibition; purified Pol kappa, fluorescent DNA synthesis assay, 10 min; Potency, µM (series often up to 107 µM), without a hit: at the highest dose activity, negative = inhibition, hits mostly inhibitors; 0.53% of 400,000 active; AID 588579; further: on the % scale 0 is the no-effect control and ±100 the full control effect
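Here, compound and 10 nM enzyme are combined for 15 min at room temperature; adding 50 nM substrate (final) starts DNA synthesis, tracked by fluorescence at 0 and 10 min against buffer-only wells.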
BLM inh: inhibitors of human Bloom syndrome helicase BLM; P54132; recombinant BLM DNA unwinding, fluorescence dequenching; Potency, µM (top dose mostly 56.1 µM), for the others: top-dose activity change, negative = inhibition, usual class: inhibitors; 0.2% of 350,000 active; AID 2528;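 further: plate controls were vehicle for no effect and no enzyme for full effect; nearly all actives have a fitted effect of over 35% in size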
G9a block: G9a (human) methyltransferase inhibition | Q96KQ7 | G9a H3K9 monomethylation, AlphaScreen, 2 h | Potency, µM (series often up to 102 µM), for the others: at the top dose activity, negative = inhibition, most hits filed as inhibitors | 8.8% of 350,000 active | AID 504332; further: on the % scale 0 is the no-effect control and ±100 the full control effect; nearly all actives have a fitted effect of over 75% in size
Target sequence (Q96KQ7 913-1193 limits assumed): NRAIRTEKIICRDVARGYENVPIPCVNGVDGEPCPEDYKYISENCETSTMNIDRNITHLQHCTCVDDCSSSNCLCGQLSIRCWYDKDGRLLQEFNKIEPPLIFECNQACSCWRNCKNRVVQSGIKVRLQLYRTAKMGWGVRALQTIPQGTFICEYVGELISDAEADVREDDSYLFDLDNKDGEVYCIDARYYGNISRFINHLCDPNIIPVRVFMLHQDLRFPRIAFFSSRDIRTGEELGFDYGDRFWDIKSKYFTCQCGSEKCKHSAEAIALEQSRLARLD
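Using a bead-based AlphaScreen, monomethylated H3K9 product from 2 h room-temperature reactions (G9a 20 nM, peptide 500 nM, SAM 20 uM) was detected with 0.5 ug/mL rabbit anti-H3K9me1 antibody.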
Active calls of the source: *; ? = inconclusive; / = no result given; [ ] = another dose, or the depositor's remark. The call rests on the fitted dose curve; in most records, active means well fitted curve in the direction sought with a large enough effect; inconclusive means small, poorly fitted or top-dose-only effect, or another doubt; inactive means no such curve, though single readings can be large; an effect the other way counts as inactive or inconclusive. Potency means the concentration at half of the fitted maximal effect. Not all compounds are listed, so the mix of outcomes need not match the whole.

no.	SMILES	Pol beta inh	POLI inh	Apoferritin bind	APE1 inh	Pol eta inh	BAZ2B block	Pol kappa inh	BLM inh	G9a block
1	CCOC(=O)c1sc(NC(=O)c2ccc(S(=O)(=O)N(CC)CC)cc2)nc1C	-3%	16%	-7%	1%	14%	3%	-16%	0%	12%
2	COC(=O)C1CCN(S(=O)(=O)c2ccc(NC(C)=O)cc2)CC1	29%	-8%	-8%	-4%	-10%	8%	-5%	-7%	15%[12.7 µM]
3	CNC[C@H]1Oc2ccc(NC(=O)Nc3ccc4c(c3)OCO4)cc2C(=O)N([C@H](C)CO)C[C@@H]1C	/	22%	/	36%	-10%	/	7%	/	/
4	Cc1c(NC(=O)COC(=O)c2ccc(Br)o2)c(=O)n(-c2ccccc2)n1C	31%	54%[activator]	1%	4%	?	3%	7%	-2%	6%
5	CCOc1ccc(NC(=O)COC(=O)C2C3CC4OC(=O)C2C4C3)cc1 (stereo unspecified)	24%	16%	12%	55%[activator]	-15%	32%[activator]	-2%	-5%	21%
6	Cc1ccc(CNC(=O)COc2cccc3c2OC(C)(C)C3)cc1	/	11%	/	10%	-18%	-1%	-12%	/	-28%
7	O=C(CCCCC(=O)N1CCOCCOCCOCC1)OCc1ccccc1	0%	41%[activator]	0%	2%	-11%	-3%	5%	-1%	42%[59 µM]
8	O=c1cnc2cnc(N3CCOCC3)nc2n1C1CC1	/	/	/	-1%	/	/	-3%[60.1 µM]	5%	4%[0.501 µM]
9	CCOc1ccc(C(=O)Nc2ccccc2N2CCN(C(=O)c3ccccc3)CC2)cc1[N+](=O)[O-]	-3%	10%	-10%	-7%	-9%	14%	-23%	-4%	/
10	O=C(NC1c2ccccc2-c2ccccc21)N1CCOCC1	23%	-3%	-16%	-2%	-9%	8%	-11%	1%	9%[59 µM]
11	COc1ccc(S(=O)(=O)Nc2ccc3c(c2)N(C(C)=O)CCC3)cc1F	11%	60%[activator]	0%	/	-11%	-6%	-12%[60.1 µM]	0%	6%[59 µM]
12	CCCCN(C(=O)c1cnc2n(c1=O)CCS2)c1ccccc1	5%	42%[activator]	2%	0%	-7%	-5%	9%	0%	10%[59 µM]
13	Cc1cccc(-c2c3c(=O)n(C)c(=O)n(C)c3cn2C(C)(C)C)c1	-1%	-9%[58.9 µM]	-15%	1%	-7%	-30%	0%	1%	?
14	CC1(C)NC(C(=O)O)Cc2c1[nH]c1ccccc21 (stereo unspecified)	12%	22%	0%	-3%	0%	-22%	-9%	-1%	25µM*
15	Fc1ccc(C2c3[nH]c4ccccc4c3CCN2CCCn2cccn2)cc1 (stereo unspecified)	5%	20%	10%	-3%	-6%	40µM*	-20%	-18%	5%[59 µM]
16	COc1cc(C(=O)Nc2ccccc2N2CCN(S(C)(=O)=O)CC2)cc(OC)c1OC	21%	8%	-9%	-8%	-17%	11%	-12%	-6%	4%
17	CC(=O)Nc1c(C)nn(C(C)=O)c1C	51%	9%	-4%	16%	-10%	1%	-10%	5%	7%
18	CCOC(=O)CNC(=O)C1CCN(S(=O)(=O)c2ccc(-c3nn[nH]n3)cc2)CC1	-18%	16%	1%	73%[activator]	-9%	-33%	-2%	-1%	?
19	CC(C)COc1ccc(C/C(N)=N/n2cnnc2)cc1	4%	42%[activator]	-9%	6%	-3%	-6%	-9%	1%	-40%
20	NC(=O)c1cccc2c1C(=O)N(C1CCCCC1)C2	?	?	-8%	-5%	50µM*	?	?	-10%	?

From no. 7 up to 9, copied from above:
no.	SMILES	Pol beta inh	POLI inh	Apoferritin bind	APE1 inh	Pol eta inh	BAZ2B block	Pol kappa inh	BLM inh	G9a block
7	O=C(CCCCC(=O)N1CCOCCOCCOCC1)OCc1ccccc1	0%	41%[activator]	0%	2%	-11%	-3%	5%	-1%	42%[59 µM]
8	O=c1cnc2cnc(N3CCOCC3)nc2n1C1CC1	/	/	/	-1%	/	/	-3%[60.1 µM]	5%	4%[0.501 µM]
9	CCOc1ccc(C(=O)Nc2ccccc2N2CCN(C(=O)c3ccccc3)CC2)cc1[N+](=O)[O-]	-3%	10%	-10%	-7%	-9%	14%	-23%	-4%	/

Other results:
no.	SMILES	Pol beta inh	POLI inh	Apoferritin bind	APE1 inh	Pol eta inh	BAZ2B block	Pol kappa inh	BLM inh	G9a block
21	NNC(=S)NCc1cccnc1	-26%	9%	7%	2%	-15%	0%	1%	1%	1.4µM*
22	O=c1cc(O)nc2n1CCCS2	9%	0%	-8%	0%	-1%	-1%	-10%	2%	7%[59 µM]
23	CNC(=O)CCc1[nH]c2ccccc2c1Sc1ccccc1	4%	20%	-13%	-7%	-21%	?	-5%	-4%	-14%[59 µM]
24	COc1ccc(C(=O)NCc2nnc(SCC(=O)N3CCCCC3)o2)cc1	18%	45%[activator]	-12%	-9%	-15%	-5%	-10%	3%	0%
25	CCCOc1ccc(CNC(=O)c2cc3ccccn3n2)cc1	-14%	1%	?	/	-12%	0%	0%	-2%	9%[59 µM]
26	COCCCNC(=O)Cn1cc(C(=O)c2cccs2)c2ccccc21	-20%	2%	-2%	1%	-19%	0%	-7%	1%	7%[59 µM]
27	Cc1onc(-c2c(F)cccc2Cl)c1C(=O)OCN1C(=O)c2ccccc2C1=O	27%	?	?	-10%	-4%	2%	-6%	-2%	25%
28	COc1cc(CN(C2CC2)S(=O)(=O)c2ccccc2Br)cc(OC)c1	/	3%	/	-14%	-12%	/	-17%	/	/
29	O=C(NNC(=O)C1CCCC1)c1ccc(F)cc1	9%	55%[activator]	0%	35%	-23%	-4%	-15%	-1%	21%
30	O=C(NC1CCCC1)C(c1ccc(N2CCOCC2)cc1)N(C(=O)c1ccco1)c1ccccc1F (stereo unspecified)	-1%	18%	-12%	2%	-4%	-27%	0%	-1%	5%
31	CCc1nnc(NC(=O)Nc2ccc(OC)cc2)s1	9%	2%	-5%	9%	-15%	4%	-11%	-4%	?
32	Cc1csc(NC(=O)c2ccncc2)n1	-1%	?	-4%	-4%	?	-29%	-32%	-10%	-26%[59 µM]
33	CCOC(=O)Cn1c(O)c(N=NC(=O)CNC(=O)Cc2ccccc2)c2ccccc21	2%	31%	-6%	46%	-8%	-15%[57.1 µM]	7%	0%	1%
34	COc1cc(S(=O)(=O)Nc2ccccc2C)ccc1Cl	3%	-5%	-1%	-2%	-17%	-4%	-1%	-6%	2%[12.7 µM]
35	O=C(Nc1nonc1NC(=O)c1cccs1)c1cccs1	11%	137%[activator]	-7%	-1%	-7%	4%	5%	-11%	?
36	CNC(=S)N/N=C/c1ccc(OCC(=O)Nc2c(C)cc(C)cc2C)c(OC)c1	21%	-2%	-5%	10%	-12%	-3%	-3%	2%	7%
37	c1ccc(CNc2ncnc3c2oc2ccccc23)nc1	-4%	25%	-12%	12%	-2%	5%	3%	2%	/
38	COc1ccc(Cn2c(-c3ccc(OC)cc3)n[nH]c2=S)cc1	19%	48%[activator]	6%	26%	-2%	-24%	-1%	-5%	2.8µM*
39	O=C(CSc1nnc(-c2cccs2)o1)Nc1cccc(C(F)(F)F)c1	-18%	?	-12%	/	-22%	5%	-18%	-5%	7%[59 µM]
40	CC(C)(C)c1nnc2sc(SC/C(O)=C(\C#N)c3nc4ccccc4[nH]3)nn2c1=O	-21%	-26%	-7%	2%	20µM*	-6%	-17%	-7%	0%[59 µM]
41	CCCCOc1ccc(C(O)(CC)CCN2CCOCC2)cc1 (stereo unspecified)	-2%	16%	5%	4%	-7%	5%	-3%[60.1 µM]	-3%	?
42	COc1ccc(CC(=O)c2ccc(OC)c(OC)c2C)cc1OC	3%	23%	0%	-5%	-19%	3%	-5%	-1%	21%[59 µM]
43	CCOc1ccc(C(=O)NCCc2csc(-c3cccc(C)c3)n2)cc1	?	-7%	-6%	/	-15%	5%	-3%[60.1 µM]	-6%	10%[59 µM]
44	CCN(C(=O)CN1CCC(C(=O)OC)CC1)c1c(N)n(Cc2ccccc2)c(=O)[nH]c1=O	/	26%	/	4%	-24%	/	-2%	/	/
45	COCCNC(=S)N/N=C/c1ccc2c(c1)OCCO2	12%	20%	-6%	0%	-5%	-10%	4%	-1%	14%
46	Cc1c(C(=O)Nc2cccc(S(=O)(=O)N3CCOCC3)c2)oc2ccc(Br)cc12	/	47%[activator]	/	38%	-11%	/	-4%	/	/
47	O=C(CCS(=O)(=O)c1ccc(Br)cc1)N1CCN(c2ccccc2)CC1	?	-10%	-12%	-4%	?	?	-5%	-5%	?
48	S=c1[nH]nc(-c2cccs2)n1/N=C/c1cn(-c2ccccc2)nc1-c1cccs1	7%	7%	0%	3%	-24%	?	-9%	-12%	/
49	Cc1ccccc1OCCSc1nnc(C)n1-c1ccccc1	2%	4%	-21%	0%	3%	3%	-8%	-2%	-1%[12.7 µM]
50	Cc1ccc(C)c(N2CCN(C(=O)CSc3ccsc3[N+](=O)[O-])CC2)c1	?	103%[activator]	2%	-9%	?	?	-5%	-13%	32µM*
51	O=C(Nc1ccccc1C(=O)N1CCN(Cc2ccccc2)CC1)c1ccccc1	1%	33%[activator]	-7%	10%	-12%	-33%	-9%	-3%	15%
52	COc1ccc(C(=O)c2c(C)oc3ccc(O)cc23)c(OC)c1	-22%	28%	-5%	39%	-8%	-1%	-4%	-7%	-8%
53	CCOc1ccccc1CNC(=O)Cn1c(=O)oc2ccccc21	-21%	2%	1%	2%	-8%	-1%	-14%	0%	-1%
54	Clc1nnc(N2CCCCC2)c2ccccc12	-25%	31%[activator]	-3%	5%	-12%	-19%	5%	-5%	2%
55	Cc1cc(C(=O)N2CCN(c3ccc(F)cc3)CC2)c2c(C)nn(-c3cccc(Cl)c3C)c2n1	2%	24%	-1%	/	-21%	12%[57.1 µM]	1%	0%	-45%[59 µM]

Screens as filed in PubChem.
